High-throughput results deposited in PubChem by several laboratories.
WT yeast gro inh: growth inhibition of WT strain, primary screen, mitochondrial fusion inhibitor project, WT and mutant strains, chemical genetic | mitochondrial fusion phenotypic screen | inhibition, % at 10 µM | 2.1% of 190,000 active | AID 1362, 2008; in the data active = inhibition above about 58%; tested in S. cerevisiae
RSV antiviral HEp-2: RSV antiviral activity via CPE protection, HEp-2 cells, primary 10 µM value included (AID 2391); HEp-2 cells, RSV-induced CPE inhibition; higher % means a stronger effect; CPE inhibition, % at 10 µM, or IC50 in µM where a hit was titrated; 0.13% of 310,000 active; in the data active = a potency from the dose series; inconclusive = CPE inhibition mostly from about 23% at the one dose, without a potency; inactive = the rest, 99 in 100 with CPE inhibition below about 21%; also: strong numbers were not always called active
PMI inhibition: human PMI inhibitors, high substrate, primary screen, biochemical, fluorescence intensity, high mannose 6-phosphate (AID 1220); recombinant PMI enzyme, coupled fluorescence intensity; higher % means a stronger effect; inhibition, % at 20 µM; hits with a dose series show IC50 in µM; 0.66% of 190,000 active
human PMI inhibition: inhibitors of human PMI, primary screen, biochemical, fluorescence intensity, coupled assay (AID 1209). Mannose-6-phosphate isomerase (Homo sapiens). purified PMI enzyme, coupled fluorescence intensity; higher % means a stronger effect. one-dose inhibition, % at 20 µM; IC50 in µM for titrated hits. 0.42% of 190,000 active;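 also: plate controls were DMSO vehicle for no effect and wells lacking substrate for full effect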
SIAH1 antagonists: Siah-1 peptide-binding antagonists, primary screen, biochemical, fluorescence polarization, rhodamine-plectin, uHTS (AID 1817) | Siah-1 / rhodamine-plectin peptide fluorescence polarization; higher % means a stronger effect | 0.02% of 290,000 active | E3 ubiquitin-protein ligase SIAH1 (Homo sapiens) | displacement, % at 20 µM, or IC50 in µM where a hit was titrated;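 active = displacement of at least 50% at 20 µM, with a fluorescence ratio check between 0.3 and a set limit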;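 also: plate controls were Siah plus tracer with DMSO for no effect and tracer alone without Siah for full effect; strong numbers were not always called active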
Salmonella PhoP GFP: inhibitors of PhoP regulon expression, primary screen, Salmonella Typhimurium, GFP reporter (AID 1863) | S. Typhimurium PhoP-regulated promoter GFP reporter, 4 h; higher % means a stronger effect | inhibition, % at 50 µM; hits with a dose series show IC50 in µM | 0.16% of 300,000 active;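 active = inhibition over 29.93%, a cutoff 3 SD above the screen mean, later confirmed by dose response; inconclusive = inhibition over 29.93% but no dose response follow-up; inactive = inhibition at most 29.93% or unconfirmed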;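 also: 0% = low Mg2+ inducing control and 100% = high Mg2+ repressing control; strong numbers were not always called active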
TNAP activators: human TNAP enzyme activators, primary screen, biochemical, luminescent, no phosphate acceptor, uHTS (AID 1001); 0.03% of 200,000 active; activation fold at 20 µM, or EC50 in µM where a hit was titrated; purified TNAP, luminescent activation assay, no phosphate acceptor; higher activation fold means a stronger effect; in the data active = activation fold from about 3, or a potency from the dose series; inactive = the rest, 99 in 100 with activation fold below about 1.6; also: many of its hits are not listed in these tables
Myeloid diff MLP: induction of myeloid progenitor differentiation, primary screen, cell-based, flow cytometry, MLPCN library; ER-HoxA9 myeloid progenitors, lysozyme-GFP differentiation; 1% of 360,000 active; calls only at 10 µM;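 active = normalized GFP-positive differentiation at or above the plate's own cutoff, the solvent-only control mean plus 3 SD; inconclusive = no clear call, values can overlap the other calls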;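 also: cells exposed to compound for four days before flow analysis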
XIAP antagonists: XIAP antagonists, biochemical, IAP family, fluorescence polarization (AID 1018); displacement, % at 20 µM; hits with a dose series show IC50 in µM; 0.007% of 200,000 active; XIAP BIR domain, fluorescence polarization peptide displacement; higher % means a stronger effect; in the data active = displacement above about 50%; also: a part of the inactive calls stands beside numbers as strong as those of hits
WT yeast gro inh mutant strain: second read-out of WT yeast gro inh, no call of its own (marks repeat the call); inhibition, %; mitochondrial fusion phenotypic screen, mutant strain inhibition
Myeloid diff MLP GFP+ MAC1+ %: recorded beside Myeloid diff MLP, whose call it bears; GFP+ MAC1+ double positive, %; measured here: differentiation confirmed by MAC1 staining
The depositor's hits bear a star; i = inactive; ? = inconclusive; / = no result given. Rule as the data show it, unless noted: active = inhibition above about 50%; inactive = the rest.

SMILES | WT yeast gro inh | WT yeast gro inh mutant strain | RSV antiviral HEp-2 | PMI inhibition | human PMI inhibition | SIAH1 antagonists | Salmonella PhoP GFP | TNAP activators | Myeloid diff MLP | Myeloid diff MLP GFP+ MAC1+ % | XIAP antagonists
C[C@@H]1CCC(=O)N(C[C@@H](C)CSc2ccccc2)CC1 | / | / | -1.9% | / | / | 2% | 5% | / | i | 1.8 | /
COc1ccc(S(=O)(=O)N2CCC(C(=O)NCC(c3cccs3)N(C)C)CC2)cc1 (stereo unspecified) | 10 | 15 | -0.4% | -3% | -12% | 0% | -3% | 0.9 | i | 0.9 | -2.9%
CN1C(=O)/C(=C/c2cc(N=Nc3ccccc3)ccc2O)SC1=S | 96* | 76* | 7.3% | 10% | -4% | -7% | -3% | 0.6 | i | 9.2 | -6.1%
Clc1ccc(CNCCC2=CCCCC2)cc1 | -16 | -18 | -0.7% | 9% | 6% | -3% | 19% | 1.1 | i | 1.0 | -2.6%
O=C(NC(=S)Nc1ccc(S(=O)(=O)N2CCCC2)cc1)C1CC1 | 19 | 17 | 1.4% | -9% | -5% | 1% | -4% | 1 | i | 0.2 | -1.8%
CCOC(=O)Cn1nc(C)c(NC(=O)COc2ccc([N+](=O)[O-])c(C)c2)c1C | -24 | -2 | 1.7% | -3% | 0% | 6% | -5% | 1.1 | i | 0.4 | -2.8%
O=C(COC(=O)c1cnccn1)c1ccc([N+](=O)[O-])cc1 | / | / | 1.8% | / | / | 7% | -8% | / | i | 0.6 | /
CN(C)C(=O)N1CCC(C(=O)NCc2ccccc2Cl)CC1 | 2 | -3 | 1.2% | 6% | 3% | 4% | -4% | 1.1 | i | 14 | -0.2%
CC1(C)CC(=O)C=C(NCCN2CCN(C(=O)Nc3ccccc3)CC2)C1 | 2 | 24 | -0.6% | 12% | 13% | 1% | 2% | 1.2 | i | 1.8 | -5.0%
O=C(NCc1ccccc1)C(c1ccco1)N(C(=O)c1ccccn1)c1ccc(F)cc1 (stereo unspecified) | 6 | 12 | 1.8% | -9% | -10% | 4% | -4% | 0.9 | i | 0.7 | -6.9%
COC(=O)c1ccccc1NC(=O)COC(=O)C1CCCCC1 | / | / | -0.1% | / | / | 14% | -5% | / | i | 0.3 | /
Cc1ccccc1C(=O)NNC1=NCCC1 | -15 | 0 | 1.8% | -1% | 1% | 2% | 2% | 1.1 | i | 0.9 | -3.3%
Cc1ccc(-n2ncc(C(=O)Nc3ccc(Cl)cc3)c2C2CCNCC2)cc1C | -13 | 15 | -1.2% | -17% | -15% | 8% | -5% | 1.2 | i | 0.3 | -3.2%
CCOc1ncccc1C(=O)OCC(=O)Nc1ccc(C(C)C)cc1 | 22 | -18 | 0.4% | 9% | 4% | -6% | 5% | 1.1 | i | 0.4 | -10%
COc1ccc(-c2nnc(NC(=O)c3cccs3)s2)c(OC)c1 | / | / | -1.7% | / | / | 6% | -1% | / | i | 0.7 | /
O=C1SCCC1NS(=O)(=O)c1ccccc1[N+](=O)[O-] (stereo unspecified) | -17 | 11 | 0.6% | -10% | -3% | 5% | 3% | 1.3 | i | 0.2 | -2.0%
O=C(Nc1ccc(Cl)c(Cl)c1)N1N=CCC1c1ccccc1 (stereo unspecified) | 68 | 71 | / | 11% | 18% | 1% | 5% | 1.1 | i | 0.1 | -4.0%
COc1cc(/C=N\NC(=O)c2ccc(-c3ccccc3)cc2)ccc1OCC(N)=O | / | / | 1.1% | / | / | -3% | -2% | / | i | 0.3 | /
COc1cc(NC(=O)c2ccc(F)cc2)c(OC)cc1NC(=O)CN1CCOCC1 | -10 | -10 | 2.5% | / | / | 3% | -7% | 1.1 | i | 0.1 | -1.3%
COc1ccccc1NS(=O)(=O)c1ccc(C)c(C(=O)NCC2CCCO2)c1 (stereo unspecified) | -5 | 7 | 2.4% | 8% | 11% | 0% | 5% | 1.1 | i | 0.5 | -2.1%
O=C(O)c1cccc(-n2cccc2/C=C/[N+](=O)[O-])c1 | / | / | 3.1% | / | / | 10% | -5% | / | i | 0.5 | /
CNC(=O)COC(=O)[C@@H](Nc1ccc(S(=O)(=O)N2CCOCC2)cc1[N+](=O)[O-])C(C)C | -13 | -7 | 2.0% | -1% | 2% | -3% | 1% | 1 | i | 0.3 | -5.2%
CCCc1ccc2oc(C(=O)N3CCN(CC(=O)NC(C)C)CC3)c(C)c2c1 | / | / | ? | / | / | -5% | 9% | / | i | 0.2 | /
Clc1ccsc1-c1csc(-c2cccnc2)n1 | 2 | 21 | 0.1% | 0% | -3% | 2% | 2% | 1.2 | i | 1.3 | -3.7%
O=C1CC(c2ccccc2)CN1C(=O)c1ccccc1 (stereo unspecified) | 14 | 4 | 0.0% | 2% | 4% | 1% | -4% | 1.1 | i | 0.6 | 3.8%

Single records, from the list above.
`CC1(C)CC(=O)C=C(NCCN2CCN(C(=O)Nc3ccccc3)CC2)C1` reads WT yeast gro inh = 2; WT yeast gro inh mutant strain = 24; RSV antiviral HEp-2 = -0.6%; PMI inhibition = 12%; human PMI inhibition = 13%; SIAH1 antagonists = 1%; Salmonella PhoP GFP = 2%; TNAP activators = 1.2; Myeloid diff MLP = i; Myeloid diff MLP GFP+ MAC1+ % = 1.8; XIAP antagonists = -5.0%
`CCCc1ccc2oc(C(=O)N3CCN(CC(=O)NC(C)C)CC3)c(C)c2c1` reads WT yeast gro inh = /; WT yeast gro inh mutant strain = /; RSV antiviral HEp-2 = ?; PMI inhibition = /; human PMI inhibition = /; SIAH1 antagonists = -5%; Salmonella PhoP GFP = 9%; TNAP activators = /; Myeloid diff MLP = i; Myeloid diff MLP GFP+ MAC1+ % = 0.2; XIAP antagonists = /

Some of the entries so far, in markdown:
| SMILES | WT yeast gro inh | WT yeast gro inh mutant strain | RSV antiviral HEp-2 | PMI inhibition | human PMI inhibition | SIAH1 antagonists | Salmonella PhoP GFP | TNAP activators | Myeloid diff MLP | Myeloid diff MLP GFP+ MAC1+ % | XIAP antagonists |
| --- | --- | --- | --- | --- | --- | --- | --- | --- | --- | --- | --- |
| CCOc1ncccc1C(=O)OCC(=O)Nc1ccc(C(C)C)cc1 | 22 | -18 | 0.4% | 9% | 4% | -6% | 5% | 1.1 | i | 0.4 | -10% |
| CN(C)C(=O)N1CCC(C(=O)NCc2ccccc2Cl)CC1 | 2 | -3 | 1.2% | 6% | 3% | 4% | -4% | 1.1 | i | 14 | -0.2% |
| COc1cc(/C=N\NC(=O)c2ccc(-c3ccccc3)cc2)ccc1OCC(N)=O | / | / | 1.1% | / | / | -3% | -2% | / | i | 0.3 | / |

Remaining list, next part:
SMILES | WT yeast gro inh | WT yeast gro inh mutant strain | RSV antiviral HEp-2 | PMI inhibition | human PMI inhibition | SIAH1 antagonists | Salmonella PhoP GFP | TNAP activators | Myeloid diff MLP | Myeloid diff MLP GFP+ MAC1+ % | XIAP antagonists
COc1ccc(N(CC(=O)NC2CCCCC2)C(=O)CNC(=O)c2cccs2)cc1OC | / | / | 2.0% | / | / | 3% | -5% | / | i | 0.9 | /
O=C(CSCc1ccc(C(=O)O)cc1)Nc1ccc2ccccc2c1 | / | / | 1.4% | / | / | 5% | -4% | / | i | 0.4 | /
O=S(=O)(c1cnccc1N1CCN(/N=C/c2ccc(Cl)cc2)CC1)N1CCCCC1 | -8 | -6 | 2.6% | 15% | 23% | 0% | 7% | 1 | i | 1.1 | -0.5%
CC(C)CCN1CCN(Cc2nc(-c3ccc(F)cc3)cs2)CC1CCO (stereo unspecified) | 2 | 14 | -1.4% | 0% | 5% | -2% | -5% | 1.1 | i | 0.2 | -5.7%
O=C(ON=C1CCN(S(=O)(=O)c2ccccc2)CC1)c1ccc(Cl)cc1 | 17 | 19 | 1.8% | 13% | 9% | 2% | -6% | 1 | i | 0.9 | -9.4%
O=C(NCCC(=O)N1CCC2(CC1)NCCc1[nH]cnc12)c1cccc(Br)c1 | / | / | 0.1% | / | / | 12% | -1% | / | i | 0.6 | /
COc1ccc(OC)c(-c2nnc(SCC(=O)NC3CCCCC3)o2)c1 | -21 | 0 | 0.4% | 6% | 3% | 5% | -4% | 1.1 | ? | / | -1.8%
CC(C)Oc1cccc(C(=O)C2CCCN(C(=O)c3noc4c3CCCC4)C2)c1 (stereo unspecified) | 18 | 15 | 0.8% | 2% | 10% | 2% | 6% | 1.1 | i | 0.2 | -5.0%
O=C(CCc1ccccc1)OCCOC(=O)CCc1ccccc1 | / | / | 1.9% | / | / | 2% | -10% | / | i | 0.8 | /
COC(=O)C(C)Sc1nc2ccsc2c(=O)n1Cc1ccccc1 (stereo unspecified) | / | / | 0.8% | / | / | -4% | 1% | / | i | 0.6 | /
O=C(Nc1ccnc(-c2ccncc2)n1)c1cccs1 | -10 | 11 | -0.7% | -6% | -7% | 1% | -6% | 1 | i | 0.6 | -6.2%
CC(=O)n1nc(-c2ccccc2)nc1NCc1ccc(F)cc1 | -8 | -14 | 0.5% | 13% | 12% | 1% | 2% | 0.8 | i | 0.5 | -1.4%
O=C(Nc1nccs1)c1ccc(S(=O)(=O)N2CCOCC2)cc1 | -13 | 6 | 1.7% | -8% | 0% | -7% | -5% | 1.1 | i | 0.2 | -4.4%
Cc1nc2c(c(=O)n1Cc1ccccc1Cl)c1nc3ccccc3nc1n2Cc1ccco1 | / | / | / | -23% | -5% | 8% | / | 1 | / | / | -9.1%
Cc1noc(NS(=O)(=O)c2ccc(NC(=O)Cc3ccc([N+](=O)[O-])cc3)cc2)c1C | / | / | 1.5% | / | / | 4% | -6% | / | i | 1.3 | /
CCCCNC(=O)c1nnn(-c2ccccc2)c1N | 4 | -4 | 5.1% | 1% | -2% | 0% | 7% | 1.1 | i | 0.6 | -4.7%
CC1CN(C(=O)c2cn3ccccc3n2)CC(C)O1 (stereo unspecified) | -5 | 4 | 1.1% | 2% | 7% | -1% | 1% | 1 | i | 0.0 | -0.5%
CC(=O)c1cc(-c2ccccc2)n(CC(=O)Nc2cccc(C)c2C)c1C | 5 | -14 | 0.9% | -5% | -2% | 12% | 19% | 2.6 | i | 0.7 | 0.9%
N/C(=N\OC(=O)c1ccc(Cl)cc1)c1ccccn1 | -16 | -1 | 27% | -3% | -1% | 5% | 4% | 1.1 | i | 1.3 | -5.6%
CCOC(=O)c1sc(NC(=O)C2CCC2)cc1C | -15 | -2 | 11% | 18% | 16% | -3% | 0% | 1.2 | i | 0.3 | -4.5%
CC(=O)Nc1ccc(N2C(=O)CSC2c2ccccc2[N+](=O)[O-])cc1 (stereo unspecified) | -8 | 6 | 0.4% | 0% | 2% | 5% | -2% | 1.1 | i | 0.7 | -1.5%
CCN(CC)CCNc1cc(C)nc2c1C(=O)C(=O)C=C2N1CCCCC1 | 15 | 15 | -4.2% | / | / | -1% | 5% | 0.8 | i | 0.2 | -4.2%
O=C(Cc1ccccc1[N+](=O)[O-])NCCc1ccc(F)cc1 | / | / | 3.4% | / | / | -1% | -1% | / | i | 0.9 | /

Individual results from the list:
Reading of COc1ccc(OC)c(-c2nnc(SCC(=O)NC3CCCCC3)o2)c1 under XIAP antagonists: -1.8%
Reading of CC(C)CCN1CCN(Cc2nc(-c3ccc(F)cc3)cs2)CC1CCO (stereo unspecified) under WT yeast gro inh mutant strain: 14
